Screens: PubChem, National Center for Advancing Translational Sciences (NCATS)
IMPase inh = qHTS Assay for Identifying the Cell-Membrane Permeable IMPase Inhibitors; CHO-M1 cells, IP1 accumulation, HTRF TR-FRET ratio; 120,000 tested, under 10 active; inhibition (IP1 accumulation), % at 46.1 µM; AID 901, 2007; Inositol monophosphatase 1 (Rattus norvegicus), P97697; active = well fitted curve in the direction sought with a large enough effect in the signal ratio, not every such curve was filed as active; the % refers to the signal ratio;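 note: cells stimulated with carbachol in lithium chloride buffer; plate controls were DMSO basal wells for no effect and reference inhibitor wells for full effect; higher means more IMPase inhibition seen as more IP1 and lower FRET ratio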
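Carbachol-driven Gq signalling in CHO-M1 cells (2000/well) generates IP1. Compounds that block IMPase raise IP1 and so reduce the FRET signal from Eu-anti-IP1 and d2-IP1 after a 10 min room-temperature lysis.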
ALOX12 inhib = qHTS Assay for Inhibitors of 12-hLO (12-human lipoxygenase); Polyunsaturated fatty acid lipoxygenase ALOX12 (Homo sapiens), P18054; purified 12-hLO, xylenol orange hydroperoxide absorbance; Potency, µM (doses to about 57.1 µM), for inactives: at the highest dose activity change, negative = inhibition, most hits filed as inhibitors; 150,000 compounds, 0.12% hits; note: potency is the fitted concentration of half-maximal effect; nearly all actives have a fitted effect of over 55% in size; many of its hits are not listed in these tables
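Purified human 12hLO (150 nM), preincubated 15 min with compound, then 40 uM arachidonic acid for 30 min, room temperature, Hepes pH 7.0 with 0.01% Triton X-100. Hydroperoxide detected by ferrous iron/xylenol orange; 573/405 nm absorbance ratio gives reaction progress.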
ALOX15B inhib = qHTS Assay for Inhibitors of 15-hLO-2 (15-human lipoxygenase 2) | Polyunsaturated fatty acid lipoxygenase ALOX15B (Homo sapiens), O15296 | purified 15hLO-2, xylenol orange hydroperoxide absorbance | Potency, µM (series often up to 57.1 µM), for inactives: at the top dose activity change, negative = inhibition, actives largely listed as inhibitors | 110,000 compounds, 0.56% hits | AID 881, 2007; note: potency is the fitted concentration of half-maximal effect; nearly all actives have a fitted effect of over 60% in size; many of its hits are not listed in these tables
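Read-out: hydroperoxide product oxidises ferrous iron, measured as xylenol orange complex via the 573-to-405 nm absorbance ratio after 30 min. Reaction: 50 nM enzyme, 15 min compound preincubation, 45 uM arachidonic acid, 90 min RT, Hepes pH 7.5 with Triton X-100.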
Starred values were filed as active, the others as inactive. Unless noted, calls come from the whole dose curve; as a rule, active = well fitted curve in the direction sought with a large enough effect; inconclusive = small, poorly fitted or top-dose-only effect, or another doubt; inactive = no such curve, though single readings can be large; an effect the other way counts as inactive or inconclusive. Unless noted, % is set by controls: 0 for no effect and ±100 for the full control effect. The list is partial (hit frequency here may not be typical).

SMILES | IMPase inh | ALOX12 inhib | ALOX15B inhib
CCC1C(=O)OCC1Cc1cncn1C (stereo unspecified) | 4 | -6% | 9%
